Mdm2-MdmX inh: inhibitors of human Mdm2-MdmX association, primary screen, cell-based, luminescence, split luciferase, SaOS-2, uHTS | Protein Mdm4 (Homo sapiens) + E3 ubiquitin-protein ligase Mdm2 (Homo sapiens), … | SaOS-2 split-luciferase Mdm2/MdmX complementation | inhibition, % at 8 µM | hit rate 3% among 330,000 | AID 485346, 2010;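 active = inhibition of at least 50% at 8 µM in the primary screen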
CCR6 antag: CCR6 receptor antagonists, primary screen, cell-based, CHO-K1, luminescence, beta-arrestin, uHTS | C-C chemokine receptor type 6 (Homo sapiens), P51684 | inhibition, % at 20 µM | AID 493098, 2011 | CHO-K1 CCR6 PathHunter beta-arrestin, CCL20-stimulated | hit rate 0.49% among 340,000;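 active = compounds whose inhibition of the agonist-driven luminescence signal at 20 µM reaches about 50%, limit read from the data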;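 note: cells stimulated with CCL20 at 14 nM final; plate controls were DMSO with CCL20 for no effect and DMSO without agonist for full effect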
Target sequence (P51684 whole entry, looked up): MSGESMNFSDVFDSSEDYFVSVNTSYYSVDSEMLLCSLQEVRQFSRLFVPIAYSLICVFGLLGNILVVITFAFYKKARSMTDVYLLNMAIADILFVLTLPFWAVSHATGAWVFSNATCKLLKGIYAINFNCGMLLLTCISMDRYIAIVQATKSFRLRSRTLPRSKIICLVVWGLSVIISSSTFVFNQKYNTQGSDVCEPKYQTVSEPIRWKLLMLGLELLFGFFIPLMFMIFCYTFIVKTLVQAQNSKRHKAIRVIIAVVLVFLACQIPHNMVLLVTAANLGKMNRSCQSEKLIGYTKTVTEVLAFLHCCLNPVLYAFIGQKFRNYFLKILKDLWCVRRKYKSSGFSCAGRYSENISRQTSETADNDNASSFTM
CHOP UPR activ: activators of apoptotic CHOP UPR arm, primary screen, cell-based, CHO-CHOP luciferase reporter, luminescence, uHTS; UPR activation; percent of tunicamycin response over DMSO baseline; activation, % at 10 µM; hit rate 0.34% among 330,000;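 active = at 10 µM dose, activation of 40% or more, normalized to positive control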;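 note: 100% = tunicamycin at 10 µg/mL and 0% = DMSO alone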
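assay system = CHO CHOP reporter cells | amount = 500 CHO-CHOP cells per well | buffer or medium = F12 with 10% FBS | incubation = 16-18 h cell attachment, then 6 h compound exposure, 37 °C | detection = luminescence read with Steady-Glo | read-out = percent activation relative to tunicamycin control | controls = tunicamycin high control, DMSO low control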
CXCR6 inh: CXCR6 receptor inhibitors, primary screen, cell-based, beta-arrestin, luminescence, CHO-K1 PathHunter, 1536-well; C-X-C chemokine receptor type 6 (Homo sapiens), O00574; inhibition, % at 20 µM; hit rate 0.36% among 360,000; AID 602244, 2012; in the data active = inhibition above about 34%, passing the limit was not always enough;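 note: antagonist mode with CXCL16 agonist at 10 nM final; 0% = 10 nM CXCL16 with DMSO and 100% = unstimulated wells without agonist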
Target sequence (O00574 whole entry, looked up): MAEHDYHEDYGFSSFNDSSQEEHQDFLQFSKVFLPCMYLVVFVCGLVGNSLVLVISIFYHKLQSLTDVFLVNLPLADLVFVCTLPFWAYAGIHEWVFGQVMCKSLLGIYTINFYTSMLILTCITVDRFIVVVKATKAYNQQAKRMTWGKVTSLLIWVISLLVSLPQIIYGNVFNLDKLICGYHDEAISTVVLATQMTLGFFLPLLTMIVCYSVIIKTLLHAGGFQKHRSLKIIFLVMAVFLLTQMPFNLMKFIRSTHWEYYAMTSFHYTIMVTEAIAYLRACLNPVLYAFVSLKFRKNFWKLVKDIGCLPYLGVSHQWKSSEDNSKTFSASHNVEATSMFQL
EBI2 antag: EBI2 receptor antagonists, beta-arrestin recruitment, primary screen, cell-based, luminescence, 7a,25-OHC stimulation, uHTS | G-protein coupled receptor 183 (Homo sapiens), P32249 | 7a,25-OHC stimulated | inhibition, % at 5 µM | hit rate 0.81% among 360,000; in the data active = inhibition above about 38%;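 note: enzyme fragment complementation signal reports receptor beta-arrestin coupling in cells; 0% = agonist plus DMSO wells and 100% = wells without agonist; some results beyond the cut were filed as inactive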
Target sequence (P32249 whole entry, looked up, the tested form may be a part): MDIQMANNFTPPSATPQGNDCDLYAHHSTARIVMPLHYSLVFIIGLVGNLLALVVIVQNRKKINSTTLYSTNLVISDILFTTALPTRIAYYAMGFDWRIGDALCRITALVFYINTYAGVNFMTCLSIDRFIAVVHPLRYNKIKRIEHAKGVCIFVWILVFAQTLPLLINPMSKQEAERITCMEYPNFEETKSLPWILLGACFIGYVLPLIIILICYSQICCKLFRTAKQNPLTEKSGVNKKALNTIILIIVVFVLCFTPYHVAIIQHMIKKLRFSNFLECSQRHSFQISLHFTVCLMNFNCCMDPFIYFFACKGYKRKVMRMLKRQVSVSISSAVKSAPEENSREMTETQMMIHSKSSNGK
697 NFkB inh: inhibitors of PMA/ionomycin-induced NF-kB reporter, 697 cells, primary screen, B-cell NF-kB inhibitor project, cell-based, luminescence, uHTS | 697 B-cell NF-kB luciferase reporter, 16 h | inhibition, % at 4 µM | hit rate 0.33% among 330,000 | AID 435022, 2010; in the data active = inhibition above about 35%
UPR XBP1 act: activators of adaptive XBP1 UPR arm, primary screen, cell-based, CHO-XBP1 luciferase reporter, luminescence, uHTS; IRE1-XBP1 UPR activation; percent of tunicamycin response, DMSO as zero; activation, % at 20 µM; hit rate 0.33% among 330,000; AID 463104, 2010;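 active = versus positive control, 20 µM dose yields 30% or more activation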;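 note: 100% = tunicamycin at 10 µg/mL and 0% = DMSO only wells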
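Material: CHO-XBP1 cells stably carrying IRE1-XBP1-driven luciferase reporter / Amount: 1000 cells per well / Compound: 20 µM, 1% DMSO / Times: 6 h treatment, 37 °C / Detection: luciferase luminescence / Measure: % activation of reporter signal versus tunicamycin and DMSO controls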
Gli-Sufu antag: Gli-Sufu pathway antagonists, primary screen, luciferase luminescence, Sufu-KO-LIGHT cells, uHTS. Sufu-KO-LIGHT fibroblasts, Gli luciferase reporter luminescence. inhibition, % at 5 µM. hit rate 0.74% among 340,000. AID 588413, 2011;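 active = inhibition above about 55%, limit read from the data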;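 note: 0% = DMSO-treated cells and 100% = wells with medium but no cells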
Jurkat NFkB inh: inhibitors of induced NF-kB luciferase reporter, primary screen, TCR NF-kB activation inhibitor project, cell-based, luminescence, uHTS; inhibition, % at 4 µM; Jurkat, PMA/ionomycin-induced NF-kB luciferase reporter; hit rate 0.53% among 330,000; AID 435003, 2010; in the data active = inhibition above about 50%
Numbers without * were called inactive; · = not tested or not shown.

SMILES	Mdm2-MdmX inh	CCR6 antag	CHOP UPR activ	CXCR6 inh	EBI2 antag	697 NFkB inh	UPR XBP1 act	Gli-Sufu antag	Jurkat NFkB inh
O=C(NCc1ccccc1)Nc1cccn(Cc2ccccc2Cl)c1=O	17.6	9.2	-0.5	2.9	1.5	-10.3	2.3	-7.2	-4.4
Cc1ccc2[nH]c3c(c2c1)CN(C(=O)CN1CC(C)OC(C)C1)CC3 (stereo unspecified)	0.8	-6.5	0.3	-7.2	8.7	-17.0	1.9	-1.4	-8.3
O=C(NC(=S)Nc1ccc(O)cc1)C1CCCC1	-24.5	6.2	3.8	-4.8	4.1	12.4	3.5	-3.0	-14.6
Nc1n[nH]c(=S)n1/N=C1/C(=O)Nc2ccccc21	·	-6.8	·	1.3	-1.1	·	·	-1.4	·
O=C(NCC(c1ccco1)N1CCN(c2ccccc2F)CC1)C(=O)NC1CCCC1 (stereo unspecified)	-1.0	14.0	0.8	8.3	8.5	20.1	-5.8	9.5	1.1
Cc1ccc(-c2csc(NC(=O)c3cccc(N4C(=O)CCC4=O)c3)n2)o1	23.5	10.6	-1.5	6.4	-8.7	-3.3	2.5	0.7	-4.8
CCOC(=O)C1(CCCc2ccccc2)CCN(Cc2ccn[nH]2)CC1	31.8	-1.9	-4.4	5.4	-22.9	-17.3	-1.2	13.3	-30.6
CCn1ncc(C2=NOC(C(=O)NCCc3ccccc3)C2)c1C (stereo unspecified)	-10.4	0.1	0.6	-3.0	-6.9	-20.9	0.2	-4.6	-18.7
C=CCc1ccccc1OCCSc1nc2ccc([N+](=O)[O-])cc2s1	-5.7	3.8	-2.4	-8.4	4.4	-6.1	1.4	-4.2	7.3
CCn1ccnc1CN(C)C(=O)C1CCC(=O)N(Cc2cccc(F)c2)C1 (stereo unspecified)	11.0	6.9	2.2	-7.7	-2.3	-33.9	-3.6	40.1	7.2
COc1ccc(-n2cc(-c3ccccc3)c3c(NN4CCOCC4)ncnc32)cc1	19.2	-1.8	1.1	-8.4	1.3	-1.9	2.9	5.6	-5.7
Cc1ccc(S(=O)(=O)N(C)/N=C/c2ccc(N(C)C)cc2)cc1	-0.8	7.5	0.6	9.3	7.5	-4.1	6.6	-15.5	3.9
C=CCSc1nnc(NC(=O)C2CC(=O)N(Cc3ccc(C)cc3)C2)s1 (stereo unspecified)	7.5	-0.8	-1.6	0.1	9.8	13.1	-1.4	-0.3	-1.8
Cc1ccc2c(c1)C(c1ccccc1)N(C(=O)C(C)C)CC(=O)N2 (stereo unspecified)	7.0	-1.0	1.8	-4.7	-6.0	1.9	-1.1	11.0	-20.0
COc1ccc(NC(=O)COc2cccc(C(F)(F)F)c2)cn1	-13.2	-3.7	1.9	-7.5	-3.4	16.0	-1.8	-10.2	7.7
Cc1ccc(OCCNC(=O)c2ccccc2SCC(=O)N2CCCC2)cc1	-6.7	13.4	-0.4	-3.7	-9.5	5.9	-0.5	-4.4	-24.4
Cc1ccc(NC(=O)CSc2nnc(Cc3ccccc3)o2)cc1	-18.2	-10.5	0.1	0.2	1.3	14.5	-3.3	1.0	-11.8
CCCc1nc2oc3c(NCCN(C)C)ncnc3c2c2c1CCCC2	55.9*	13.6	0.0	-4.8	15.0	-12.6	2.2	17.0	-0.2
CCOC(=O)C1CCCN(C(=O)c2cc(Cl)ccc2Cl)C1 (stereo unspecified)	19.0	15.7	-1.4	4.2	-2.1	18.0	-1.9	1.6	-2.9
C=CCN1C(=O)c2ccc(C(=O)N3CCC(C(N)=O)CC3)cc2C1=O	0.4	-5.2	0.8	-0.7	1.0	10.4	-2.9	-11.6	4.5
CC(=O)Cc1nsc(NC(=O)c2ccc(Cl)cc2Cl)n1	17.3	-7.1	0.2	0.2	9.2	-12.0	-1.1	-29.0	-8.0
CCc1ccc(N(C(=O)c2snc(C(N)=O)c2N)C(C(=O)NCCC(C)C)c2c[nH]c3ccccc23)cc1 (stereo unspecified)	-4.4	7.1	10.2	8.3	7.3	9.8	-2.9	7.2	10.8
Oc1c(Cl)cc(CN2CCOCC2)c2cccnc12	77.9*	28.6	134.3*	23.4	12.3	24.1	20.4	23.5	7.8
CCOc1cc(C2NC(=O)NC(C)=C2C(=O)OCc2ccccc2)ccc1O (stereo unspecified)	2.1	-12.0	-2.0	1.0	0.8	-10.0	-1.2	5.3	4.1
COC(=O)c1nn(-c2ccc(OC)cc2)c(=O)cc1Oc1ccccc1	11.9	15.7	-1.8	5.8	-0.6	17.5	-1.1	2.1	11.8
CCOc1ccc(N(CC(=O)Nc2ccc(F)c(F)c2)S(=O)(=O)c2c(C)noc2C)cc1	27.2	9.8	1.1	-2.8	6.6	16.6	-2.2	9.3	7.7
O=C(c1cccc(-n2cccc2)c1)N1CCN(S(=O)(=O)c2c(F)cccc2F)CC1	16.0	12.7	1.0	8.3	4.4	6.9	-1.5	10.4	0.9
CCOc1ccccc1NC(=O)C1COc2ccccc2O1 (stereo unspecified)	14.3	25.8	2.8	-0.7	17.1	-20.0	-1.5	2.4	-14.0
N#Cc1cccc(NC(=O)CN2C(=O)NC3(CCCCCC3)C2=O)c1	7.9	11.6	-2.5	-1.8	-5.0	15.7	-0.8	-10.2	9.8
O=C(Nc1nncs1)C(Sc1ccccc1)c1ccccc1 (stereo unspecified)	-0.2	5.1	0.4	9.2	8.1	25.1	-0.7	9.4	5.8
COc1ccc(C(=O)NC(C)Cc2cnccn2)cc1OC1CCN(C(C)C)CC1 (stereo unspecified)	13.9	-17.2	0.3	12.1	-3.3	5.1	-1.0	12.0	4.0
CC(=O)N1CCc2cc(S(=O)(=O)CCC(=O)Nc3ccc4c(c3)OCCO4)ccc21	13.5	-9.6	-1.0	-7.3	-1.0	9.7	-1.9	10.0	21.4
Cc1ccc(NC(=O)c2cccc(C(=O)OC(C)C)n2)c(Br)c1	11.8	3.8	3.2	-10.8	2.4	2.2	3.1	-15.2	-11.3
CCOC(=O)C1CCCN(C(c2ccccn2)c2c(C)[nH]c3ccccc23)C1 (stereo unspecified)	52.8*	-3.9	3.3	8.6	-1.6	-1.1	1.6	-11.0	-4.1
Cc1ccc(-c2csc(NC(=S)NC(=O)/C=C/c3ccco3)n2)cc1	59.2*	7.9	-1.3	11.8	1.7	-70.8	11.9	-3.8	49.1
COc1ccc(-n2cc(-c3ccccc3)[nH]c2=S)c(OC)c1	29.3	-7.8	-0.8	-9.9	-9.8	-13.9	-2.4	5.5	48.7
O=C(Nc1cccnc1N1CCOCC1)c1cccs1	6.1	2.3	-0.7	7.2	-10.0	0.1	-0.1	5.1	9.2
C#CCSc1nc2[nH]ncc2c(=O)[nH]1	9.9	1.1	-0.9	-0.5	-10.2	16.8	-1.5	-4.8	13.2
COc1ccccc1N1CCN(C(=O)C2CC=CCC2C(=O)O)CC1 (stereo unspecified)	12.6	-5.7	-0.9	-6.1	6.1	25.3	-1.3	8.6	25.5
Cc1ccc(CC(=O)Nc2ccccc2-c2ccccc2)cc1C	23.8	16.1	0.1	-14.1	34.5	6.6	0.1	36.5	9.3
CC(C)(C)NC(=O)C(Cc1ccccc1)NS(=O)(=O)c1ccc2c(c1)CCC(=O)N2 (stereo unspecified)	-2.5	-5.5	-1.2	-2.4	-3.9	8.6	-1.5	-4.5	1.4
Cc1ccc(S(=O)(=O)Cc2ccc(C(=O)N3CCCC3)o2)cc1	-17.4	2.8	-0.2	5.0	2.8	4.5	-1.4	0.0	8.4
COc1ccc(-c2csc(Nc3ncccn3)n2)cc1C	-35.1	9.1	4.4	-5.5	-6.3	-85.8	4.4	-59.5	-83.2
Cc1cc(=O)[nH]c2c1cnn2Cc1ccccc1	21.1	1.8	-2.6	5.9	2.2	26.1	-2.9	1.8	5.8
Cc1cccc(NC(=O)CSc2nc3ccccc3nc2N2CC(C)OC(C)C2)c1 (stereo unspecified)	24.1	10.1	-1.2	9.3	10.3	-12.3	-1.5	-15.2	1.8

Gathered by group, the compounds so far containing fluorine
SMILES	Mdm2-MdmX inh	CCR6 antag	CHOP UPR activ	CXCR6 inh	EBI2 antag	697 NFkB inh	UPR XBP1 act	Gli-Sufu antag	Jurkat NFkB inh
O=C(NCC(c1ccco1)N1CCN(c2ccccc2F)CC1)C(=O)NC1CCCC1 (stereo unspecified)	-1.0	14.0	0.8	8.3	8.5	20.1	-5.8	9.5	1.1
CCn1ccnc1CN(C)C(=O)C1CCC(=O)N(Cc2cccc(F)c2)C1 (stereo unspecified)	11.0	6.9	2.2	-7.7	-2.3	-33.9	-3.6	40.1	7.2
COc1ccc(NC(=O)COc2cccc(C(F)(F)F)c2)cn1	-13.2	-3.7	1.9	-7.5	-3.4	16.0	-1.8	-10.2	7.7
CCOc1ccc(N(CC(=O)Nc2ccc(F)c(F)c2)S(=O)(=O)c2c(C)noc2C)cc1	27.2	9.8	1.1	-2.8	6.6	16.6	-2.2	9.3	7.7
O=C(c1cccc(-n2cccc2)c1)N1CCN(S(=O)(=O)c2c(F)cccc2F)CC1	16.0	12.7	1.0	8.3	4.4	6.9	-1.5	10.4	0.9

Following part
SMILES	Mdm2-MdmX inh	CCR6 antag	CHOP UPR activ	CXCR6 inh	EBI2 antag	697 NFkB inh	UPR XBP1 act	Gli-Sufu antag	Jurkat NFkB inh
Cc1n[nH]c(=S)n1/N=C/c1cccc(OCc2ccccc2)c1	16.8	16.1	-0.7	-4.1	25.2	-19.5	3.3	19.8	-11.8
CCCCC(=O)Nc1ccccc1C(=O)OCC(=O)c1ccc2c(c1)OCCO2	5.7	19.6	3.4	2.3	12.9	-9.4	0.9	-8.8	-16.5
CC(C)[C@H](NC(=O)c1ccco1)C(=O)OCC(=O)NC12CC3CC(CC(C3)C1)C2	17.1	9.1	0.2	1.4	-6.6	5.8	-1.7	-4.3	-15.0
CN(C(=O)CSc1nc(-c2ccccc2)cs1)C1CCS(=O)(=O)C1 (stereo unspecified)	9.0	2.5	-0.6	-4.4	-1.7	7.0	-1.3	-2.4	-10.3
N#Cc1ccc(C(=O)Nc2cc(-c3ccccc3)nn2-c2ccccc2)cc1	5.3	11.8	1.5	2.6	1.1	2.3	2.5	8.8	0.1
CC(C)CCNC(=O)CN(Cc1ccco1)C(=O)CCC(=O)Nc1nccs1	2.8	6.2	0.2	0.7	-3.0	0.5	-0.4	23.7	11.3
CCN1CCN(c2nc(N)c([N+](=O)[O-])c(Nc3ccc(C)cc3)n2)CC1	1.3	0.3	1.6	7.6	-2.4	-6.6	5.1	14.2	-6.9
Cc1cc(C(=O)NC2CCCC2)on1	26.4	-11.3	-1.0	-8.9	-0.4	11.9	-1.6	7.5	-3.6
COc1ccc(-c2cc(C(=O)NC(C)C)no2)cc1	-100.1	13.3	-0.2	9.5	1.5	-93.4	-1.7	-71.0	-105.4
